From PubChem BioAssay
Bim-Mcl-1: inhibitors of Bim-Mcl-1 interaction, human. hit rate 0.1% among 190,000. inhibition, % at 10 µM. AID 1009. Bead-based flow cytometry, Bim peptide-Mcl-1 binding; in the data active = inhibition above about 40%;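 note: 0% = no compound tracer wells and 100% = peptide blocker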
Target sequence (Q07820 whole entry, looked up): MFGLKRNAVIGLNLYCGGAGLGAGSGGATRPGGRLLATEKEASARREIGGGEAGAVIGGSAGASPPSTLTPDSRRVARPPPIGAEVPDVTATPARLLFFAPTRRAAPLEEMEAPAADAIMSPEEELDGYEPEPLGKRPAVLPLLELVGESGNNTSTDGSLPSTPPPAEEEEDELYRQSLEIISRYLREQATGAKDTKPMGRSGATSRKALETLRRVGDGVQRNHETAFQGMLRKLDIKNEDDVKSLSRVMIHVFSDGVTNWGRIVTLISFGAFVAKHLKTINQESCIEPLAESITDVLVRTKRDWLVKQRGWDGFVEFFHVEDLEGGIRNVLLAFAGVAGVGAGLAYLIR
Cdc42 wt: changes GTP binding to wildtype human Cdc42 | P60953 | GST-Cdc42 beads, Bodipy-GTP binding, flow cytometry; actives lie on both sides | percent activity (GTP binding), % at 10 µM | hit rate 0.2% among 190,000 | AID 761;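 active = percent activity GTP binding at least 20 points away from the 100% baseline, either down as inhibitor or up as activator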;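 note: median bead fluorescence of bound Bodipy-FL-GTP at 100 nM; 0% = excess unlabeled GTP control and 100% = no compound control; below 100% means less GTP binding so inhibitor and above means activator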
Rac1 act GTP bind: modulators of GTP binding to human Rac1 activated mutant | GST-Rac1 activated beads, fluorescent GTP binding, flow cytometry; actives lie on both sides; 100% means binding = to untreated wells | percent activity (GTP binding), % at 10 µM | hit rate 0.11% among 190,000 | P63000;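 active = GTP binding at least 20 percentage points away from the 100% baseline, in either direction, so actives lie on both sides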
Mcl1 Noxa PPI: Mcl-1/Noxa interaction inhibition; hit rate 1.5% among 220,000; AID 1022; TR-FRET Mcl-1/Noxa peptide binding, 2 h; Q07820; inhibition, % at 21.7 µM;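 active = compounds that cut the protein-peptide binding signal by more than 50% relative to plate controls in a single-dose test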;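 note: His-tagged Mcl-1 with rhodamine Noxa BH3 peptide and terbium anti-His antibody; 0% = Mcl-1 plus Noxa peptide wells and 100% = peptide-only wells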
RGS8-Gao: human RGS8-Galphao interaction regulation; P09471; hit rate 0.34% among 220,000; response (percent of control binding), % at 10 µM; multiplexed bead flow cytometry, RGS8-Galphao binding; actives lie on both sides; in the data active = response below about 60% or above about 140%; inactive = in between;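 note: Galphao activated as the GDP aluminium fluoride complex binding bead-coupled RGS8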
Target sequence (P09471 whole entry, looked up): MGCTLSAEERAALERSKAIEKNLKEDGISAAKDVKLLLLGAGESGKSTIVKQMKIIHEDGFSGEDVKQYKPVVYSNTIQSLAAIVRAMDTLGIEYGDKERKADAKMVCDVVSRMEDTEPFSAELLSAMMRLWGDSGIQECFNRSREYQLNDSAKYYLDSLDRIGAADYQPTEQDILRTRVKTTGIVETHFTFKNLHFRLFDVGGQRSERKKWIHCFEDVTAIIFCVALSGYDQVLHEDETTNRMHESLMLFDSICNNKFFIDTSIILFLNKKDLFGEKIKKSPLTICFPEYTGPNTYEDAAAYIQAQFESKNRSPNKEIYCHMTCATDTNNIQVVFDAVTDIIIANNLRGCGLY
Rab7 wt GTP bind: modulators of GTP binding to dog Rab7 wildtype GTPase. GTP binding activity (percent of control), % at 10 µM. hit rate 0.055% among 190,000. GST-Rab7 beads, fluorescent GTP binding, flow cytometry; actives lie on both sides; untreated = 100%, excess cold GTP = 0%;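 active = fluorescent GTP binding to Rab7 beads changed by at least 20 points from the 100% baseline, either direction, mostly lower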;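 note: median green fluorescence of bound Bodipy-FL-GTP per Rab7 bead population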
Rab2A wt mod: changes GTP binding to wildtype dog Rab2A, up or down; GTP binding activity, % at 10 µM; AID 760; GST-Rab2 wt beads, Bodipy-GTP binding, flow cytometry; P61105; hit rate 0.19% among 190,000;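 active = GTP binding activity at least 20 points away from 100%, either lowered or raised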;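 note: 0% = beads with excess unlabeled GTP and 100% = no-compound control corrected for plate trend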
HRas wt GTP bind: changes GTP binding to wildtype human HRas; P01112; GST-Ras wt beads, Bodipy-FL-GTP binding, flow cytometry; actives lie on both sides; GTP binding activity, % at 10 µM; hit rate 0.14% among 190,000; AID 759;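 active = GTP binding activity at least 20% away from the 100% baseline, either lowered as inhibitor or raised as activator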;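 note: 0% = unlabeled GTP competition control and 100% = no-compound control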
Target sequence (P01112 whole entry, looked up): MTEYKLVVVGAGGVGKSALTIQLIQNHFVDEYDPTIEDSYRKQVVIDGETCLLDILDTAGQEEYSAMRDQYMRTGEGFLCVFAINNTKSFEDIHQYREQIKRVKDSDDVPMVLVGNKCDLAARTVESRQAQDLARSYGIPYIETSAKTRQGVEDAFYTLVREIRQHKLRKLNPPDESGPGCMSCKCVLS
Rac1 wt modul: modulators of human Rac1 wildtype GTP binding; hit rate 0.27% among 190,000; GST-Rac1 beads, fluorescent GTP binding, flow cytometry; actives lie on both sides; 0 = cold GTP competed, 100 = untreated; AID 757; GTP binding activity (% of control), % at 10 µM; P63000;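 active = GTP binding activity at least 20 points away from the 100% control level, either lower or higher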
Mcl1 Bid PPI: disrupts binding of human Mcl-1 to Bid peptide | TR-FRET Mcl-1/Bid-Dy647 peptide binding, 1536-well | inhibition, % at 21.7 µM | Q07820 | hit rate 0.97% among 220,000;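 active = compounds that cut the binding signal by more than half at the single screening dose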;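 note: His-tagged Mcl-1 with europium anti-His antibody binding Bid BH3 peptide; 0% = Mcl-1 plus peptide wells and 100% = peptide-only wells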
Pf gamet viab: P. falciparum stage V gametocyte viability inhibition | P. falciparum stage V gametocytes, ATP luminescence, 24 h | inhibition, % at 10.9 µM | hit rate 0.065% among 150,000 | AID 743093;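 active = inhibition above the mean plus 3 SD of compounds within the control limits, set per campaign, cut at about 38% in these data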;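 note: 0% = DMSO wells and 100% = medium only without gametocytes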
The depositor's hits bear a star; nt = not tested or not shown. No enrichment for hits; overall some 2.9% were active at least once.

Below each compound – Bim-Mcl-1	Cdc42 wt	Rac1 act GTP bind	Mcl1 Noxa PPI	RGS8-Gao	Rab7 wt GTP bind	Rab2A wt mod	HRas wt GTP bind	Rac1 wt modul	Mcl1 Bid PPI	Pf gamet viab
N#Cc1nc(-c2cccs2)oc1N1CCOCC1
  0	103	99	20	101	102	100	101	101	11	11
COC(=O)C1C(=O)NCC1c1ccc(OC)cc1 (stereo unspecified)
  0	105	101	12	92	99	99	101	104	-10	12
Cn1c(=O)c2c(nc(NC3CCCCC3)n2CC(O)COc2ccccc2)n(C)c1=O (stereo unspecified)
  -1	101	101	10	103	99	101	103	104	-39	6
CCOc1cc(C(=O)Nc2cc(C)ccc2OC)ccc1OCC(=O)N1CCCCC1
  1	95	98	-11	98	96	97	97	101	-3	nt
COc1ccc2c(c1)CCc1cn3ncc(C#N)c3nc1-2
  -3	86	91	-2	98	99	92	90	84	-6	-26
COc1ccccc1N1C(=O)c2cccc3c(C(=O)O)ccc(c23)C1=O
  5	106	98	15	101	103	103	103	114	1	10
Cc1nc2ncnn2c(C)c1CCC(=O)NC(C)c1ccc2c(c1)OCCO2 (stereo unspecified)
  -2	104	100	4	103	98	101	100	106	-35	-11
O=C(N/N=C\c1cn(-c2ccccc2)nc1-c1ccccc1)c1ccc(Br)o1
  -3	107	101	3	101	99	104	104	104	4	3
COC(=O)Cn1c(=NC(=O)c2ccc([N+](=O)[O-])s2)sc2cc(Br)ccc21
  0	102	100	18	105	98	101	101	106	22	nt
COc1ccccc1NC(=O)CSc1nc(N)cc(N)n1
  -8	95	92	nt	102	93	93	94	90	-10	nt
O=C(Nc1cccc2c1CCCC2)c1ccc(Br)o1
  0	105	102	7	102	100	103	103	106	-4	nt
CC(C)(C)NC(=O)NC(=O)COC(=O)C1(C)CC1(Cl)Cl (stereo unspecified)
  -1	97	97	2	93	100	100	96	95	-20	11
CCOC(=O)CSC1=C(C#N)C(c2sccc2C)CC(=O)N1 (stereo unspecified)
  -2	103	99	12	100	98	98	99	103	2	-2
O=C(N/N=C/c1cccnc1)c1ccccc1OCc1ccc(Br)cc1
  3	91	92	7	108	91	90	89	87	-7	nt
CC1CCN(C(=O)CNC(=O)Cc2ccccc2)CC1
  1	95	95	7	101	94	95	94	95	-13	-20
CC(C)(C)c1ccccc1OCCCCN1CCCC1
  -4	95	97	2	98	97	96	98	96	-12	nt
CC1C(C)C(O)(c2ccccc2)CCN1C (stereo unspecified)
  -4	103	102	6	100	96	102	104	104	-8	-9
CC1(C(=O)Nc2ccc3ccccc3c2)CC1(Br)Br (stereo unspecified)
  -1	97	95	-1	102	96	95	98	99	27	-21
CCCc1nn(-c2cc(Cl)ccc2OC)c2c1C(=O)CCC2
  0	102	98	-3	94	101	101	100	103	-11	nt
COc1ccc(C(C)NC(=O)c2ccoc2C)cc1OC (stereo unspecified)
  -3	104	102	-4	99	108	106	105	106	-20	3
O=c1c2c3c(sc2nc2n1CCCS2)CCCC3
  2	97	94	-11	97	95	94	96	93	-2	12
Cc1ccc(NC(=O)C(OC(=O)c2ccc(C=O)cc2)c2ccccc2)cc1Cl (stereo unspecified)
  -4	101	98	-10	102	98	100	101	104	-2	nt
CC(C)COc1ccc(C(=O)OC2CC(C)(C)OCC2CN(C)C)cc1 (stereo unspecified)
  -4	102	98	2	100	99	98	101	102	-17	1
COc1cc(/C=C2/NC(=O)N(Cc3ccccc3F)C2=O)ccc1Oc1ccc([N+](=O)[O-])cn1
  3	98	100	-5	92	97	100	99	100	-25	16
CSCC[C@H](NC(=O)OC(C)(C)C)c1nnc(SCC=C(C)C)o1
  -1	103	100	-25	100	101	102	103	109	-77	-7
Cc1ccc2c(Cl)cc(Cl)c(OCC(=O)NCc3ccco3)c2n1
  1	100	99	94*	95	96	98	99	101	30	nt
O=C(NC(CO)c1ccccc1)c1ccco1 (stereo unspecified)
  0	110	103	13	109	100	103	104	109	-12	-3
CCN(CC)CC#CCC(C)(c1ccccc1)c1ccccc1
  5	98	98	22	103	94	97	96	97	-15	nt
COCCn1nnnc1CN1CCC(NC(=O)Nc2cccc(OC)c2)CC1
  -6	102	99	-7	98	99	100	100	103	-11	-11
CC1(C)Cc2ccccc2C(NNC(=O)c2cccnc2)=N1
  0	101	99	17	94	96	102	101	104	-3	nt

3 entries out of the list, ordered by formula weight, ascending:
Below each compound – Bim-Mcl-1	Cdc42 wt	Rac1 act GTP bind	Mcl1 Noxa PPI	RGS8-Gao	Rab7 wt GTP bind	Rab2A wt mod	HRas wt GTP bind	Rac1 wt modul	Mcl1 Bid PPI	Pf gamet viab
COc1ccccc1N1C(=O)c2cccc3c(C(=O)O)ccc(c23)C1=O
  5	106	98	15	101	103	103	103	114	1	10
O=C(N/N=C/c1cccnc1)c1ccccc1OCc1ccc(Br)cc1
  3	91	92	7	108	91	90	89	87	-7	nt
O=C(N/N=C\c1cn(-c2ccccc2)nc1-c1ccccc1)c1ccc(Br)o1
  -3	107	101	3	101	99	104	104	104	4	3

New compounds follow
Below each compound – Bim-Mcl-1	Cdc42 wt	Rac1 act GTP bind	Mcl1 Noxa PPI	RGS8-Gao	Rab7 wt GTP bind	Rab2A wt mod	HRas wt GTP bind	Rac1 wt modul	Mcl1 Bid PPI	Pf gamet viab
Cc1cccn2c(CN(C)CCC3CCCCO3)c(C(=O)N3CCCCC3)nc12 (stereo unspecified)
  0	89	89	10	97	91	91	90	88	-24	9
O=C(NCCNc1ccc([N+](=O)[O-])cc1)c1ccco1
  -3	95	97	10	103	94	96	95	95	-6	nt
COc1ccc2[nH]c(=O)c(CN(CC3CCCO3)S(=O)(=O)c3ccccc3)cc2c1 (stereo unspecified)
  1	96	96	10	96	103	97	98	101	3	12
CC(C)(C)C1CCc2c(sc(NC(=O)C3CCCO3)c2C(N)=O)C1 (stereo unspecified)
  -4	103	100	11	100	103	105	104	100	-16	nt
Cc1ccc(C(=O)C(NC(=O)c2ccco2)N2CCOCC2)cc1 (stereo unspecified)
  -6	92	90	37	126	95	94	95	89	-12	nt
COc1ccc(CCNC(=O)CSc2nncn2N)cc1OC
  -1	104	99	-5	102	100	101	103	105	4	nt
CC(C)(C)C(=O)Nc1cc(S(=O)(=O)N2CCCCC2)ccc1N1CCCCC1
  -7	98	93	12	96	105	100	98	99	3	9
CSCCCNC(=S)N1CCN(c2ccc(C(C)=O)cc2)CC1
  6	100	96	9	102	105	101	101	104	-30	-1
COc1ccc(C(=O)C2CCCN(C(=O)Cn3ccc(C)n3)C2)cc1OC (stereo unspecified)
  0	95	95	5	101	98	97	97	100	-31	-7
Cc1cc(CC(C)C)n(-c2nc3ccccc3c(=O)n2OCC(=O)N(C)C)n1
  0	100	99	8	108	99	100	101	104	20	3
COC(=O)C1=C(C)NC(C)=C(C(=O)OC)C1c1ccc(OC(=O)c2ccco2)cc1
  2	103	101	8	98	100	100	101	103	-38	nt
O=C(NCc1ccco1)c1sc2ccccc2c1Cl
  -1	99	99	-8	103	96	98	98	103	-21	nt
Nc1nc2nc(-c3ccccc3)cc(=O)n2[nH]1
  0	101	99	-4	101	98	97	99	106	-19	nt
O=C(NCCSc1ccccn1)c1ccc(Cl)cc1
  0	101	96	15	101	106	100	99	99	-1	3
Cc1[nH]c2ccccc2c1SCc1ccccc1
  0	98	96	13	100	106	100	99	96	-23	nt
Cc1nc(N2CCN(C)CC2)c2cc(-c3ccccc3)sc2n1
  14	96	96	29	101	96	95	95	97	-40	30
Cc1nc2ncnn2c(C)c1CCC(=O)N1CCc2ccccc2C1
  -1	102	98	7	80	101	102	102	105	2	-5
COC(=O)c1sccc1OC(C)C(C)=O (stereo unspecified)
  -2	99	98	-1	98	101	99	98	102	-19	-30
O=C(N/N=C/c1ccc(Br)s1)c1ccc([N+](=O)[O-])cc1
  -20	96	96	48	96	96	95	96	94	22	1
O=C(N/N=C/c1ccc(N2CCOCC2)cc1)c1ccccc1NS(=O)(=O)c1cccs1
  12	92	90	12	98	95	90	91	92	-9	-24
CCOC(=O)N1CCN(S(=O)(=O)c2cccc3nonc23)CC1
  2	101	100	12	99	99	101	100	100	-15	13
CC(=O)Nc1ccc(-c2cn3cccnc3n2)cc1
  -1	102	98	-4	98	100	99	100	101	18	nt
NC(=O)Cn1nc(C(F)(F)F)c2c1CCCC2
  2	97	97	-5	99	105	101	99	100	-6	23
O=C(CSc1nc2ncc(Br)cc2[nH]1)c1ccc([N+](=O)[O-])cc1
  -4	100	96	30	98	102	97	98	100	-52	-10
Cn1cccc1CNC1CCCCC1
  -4	97	98	-4	88	96	97	98	100	-28	-5
CCN(CC)CCCNC(=O)c1cc(-c2ccc(Cl)cc2)on1
  -6	101	97	3	99	97	98	99	108	-4	3
O=C(c1ccc(F)cc1)N1CCC(N2CCCCCC2)CC1
  -1	106	103	-3	102	99	102	100	104	-8	-7

An excerpt from above in order of molar mass, ascending.
Below each compound – Bim-Mcl-1	Cdc42 wt	Rac1 act GTP bind	Mcl1 Noxa PPI	RGS8-Gao	Rab7 wt GTP bind	Rab2A wt mod	HRas wt GTP bind	Rac1 wt modul	Mcl1 Bid PPI	Pf gamet viab
Cn1cccc1CNC1CCCCC1
  -4	97	98	-4	88	96	97	98	100	-28	-5
Nc1nc2nc(-c3ccccc3)cc(=O)n2[nH]1
  0	101	99	-4	101	98	97	99	106	-19	nt
COC(=O)c1sccc1OC(C)C(C)=O (stereo unspecified)
  -2	99	98	-1	98	101	99	98	102	-19	-30
NC(=O)Cn1nc(C(F)(F)F)c2c1CCCC2
  2	97	97	-5	99	105	101	99	100	-6	23
CC(=O)Nc1ccc(-c2cn3cccnc3n2)cc1
  -1	102	98	-4	98	100	99	100	101	18	nt
Cc1[nH]c2ccccc2c1SCc1ccccc1
  0	98	96	13	100	106	100	99	96	-23	nt
O=C(NCCSc1ccccn1)c1ccc(Cl)cc1
  0	101	96	15	101	106	100	99	99	-1	3
O=C(c1ccc(F)cc1)N1CCC(N2CCCCCC2)CC1
  -1	106	103	-3	102	99	102	100	104	-8	-7
Cc1nc(N2CCN(C)CC2)c2cc(-c3ccccc3)sc2n1
  14	96	96	29	101	96	95	95	97	-40	30
Cc1nc2ncnn2c(C)c1CCC(=O)N1CCc2ccccc2C1
  -1	102	98	7	80	101	102	102	105	2	-5
CCOC(=O)N1CCN(S(=O)(=O)c2cccc3nonc23)CC1
  2	101	100	12	99	99	101	100	100	-15	13
O=C(CSc1nc2ncc(Br)cc2[nH]1)c1ccc([N+](=O)[O-])cc1
  -4	100	96	30	98	102	97	98	100	-52	-10
